S1P3 agonist = human S1P3 receptor agonists, primary screen, cell-based, primary and confirmation, NFAT-BLA reporter. Sphingosine 1-phosphate receptor 3 (Homo sapiens), Q99500. activation, % at 4.5 µM. S1P3 NFAT-BLA reporter cells, agonism, FRET ratio; relative to 1 µM S1P, basal subtracted. 60,000 compounds, 0.1% hits. AID 373, 2006;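 active = activation above the screen-wide mean plus 3 SD, cut at about 4.5% in these data, passing the limit was not always enough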; also: some compounds called inactive have numbers as strong as hits
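Assay system: stable CHO line with human S1P3, Gα16, NFAT-BLA reporter; Detection: FRET β-lactamase substrate fluorescence, excitation 405 nm, 460/535 nm emission ratio, background-subtracted; Read-out: percent activation versus median 1 µM S1P response, basal-subtracted, per plate; Incubation: cells plated overnight, compound 4 h 37 °C, substrate 2 h RT.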
5HT1E antag = 5-HT1E receptor antagonists, primary screen, cell-based, HTS; CHO 5-HT1E Ga15 NFAT-bla reporter, FRET, antagonist; inhibition, % at 6 µM; 65,000 compounds, 0.99% hits;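 active = inhibition above a set limit, the mean inhibition across every tested compound plus 3 SD, cut at about 29% in these data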;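 also: signal is the 460 over 535 nm emission ratio of beta-lactamase substrate; 0% = agonist plus DMSO wells and 100% = wells without agonist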
S1P1 ag pot = S1P1 agonists and agonism potentiators, primary screen, cell-based, primary and confirmation screens, CRE-bla reporter. Sphingosine 1-phosphate receptor 1 (Homo sapiens), P21453. S1P1 CRE-bla cells, forskolin, beta-lactamase FRET, potentiator mode; S1P1 agonist co-added at EC20, 2 nM; 100% = saturating reference agonist, 0% = basal. activation, % at 9.5 µM. 56,000 compounds, 0.57% hits;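 active = activation above a cutoff set at the mean activation of all tested compounds plus 3 SD, cut at about 54% in these data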;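 also: forskolin at 4 µM as EC80 and the EC20 agonist is SEW2871; 100% = SEW2871 at its EC100 plus forskolin at EC80; some compounds past the cut are filed as inactive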
Target sequence (P21453 whole entry, looked up): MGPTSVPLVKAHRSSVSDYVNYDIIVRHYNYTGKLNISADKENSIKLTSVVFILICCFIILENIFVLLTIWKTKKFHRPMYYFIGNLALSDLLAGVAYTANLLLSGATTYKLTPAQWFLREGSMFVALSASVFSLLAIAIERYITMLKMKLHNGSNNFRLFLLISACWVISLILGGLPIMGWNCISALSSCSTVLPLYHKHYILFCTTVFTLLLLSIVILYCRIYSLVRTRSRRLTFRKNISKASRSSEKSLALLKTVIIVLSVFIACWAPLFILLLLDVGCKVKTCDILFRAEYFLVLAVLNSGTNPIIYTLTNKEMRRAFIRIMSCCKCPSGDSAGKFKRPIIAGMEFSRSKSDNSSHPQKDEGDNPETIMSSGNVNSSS
M1 agonist = M1 muscarinic receptor agonists, primary screen, CHO-M1 cells, Fluo-4 calcium, agonist mode; Fluo-4 calcium fluorescence; hits give high values; B-score at 10 µM; 64,000 compounds, 3% hits; AID 626, 2007;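 active = fluorescence rise, raw or as B-score row- and column-corrected plate score, outside the 99.7% band of its plate's samples, either direction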
HTR1E agonist = 5-HT1E receptor agonists, primary screen, cell-based, HTS. activation, % at 6 µM. AID 574, 2007. 5-hydroxytryptamine receptor 1E (Homo sapiens), P28566. 65,000 compounds, 0.69% hits. CHO 5-HT1E Ga15 NFAT-bla reporter, FRET; 0% DMSO wells, 100% control agonist wells;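 active = activation above a set limit, the screen-wide mean activation plus 3 SD, cut at about 8.5% in these data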;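 also: 100% = positive control agonist at 1 µM giving full maximal response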
5-HT1A blocker = human 5-HT1a receptor antagonists, primary screen, cell-based, CHO, Ga15 NFAT-bla reporter; CHO 5-HT1a Ga15 NFAT-bla reporter, antagonist mode; 5-hydroxytryptamine receptor 1A (Homo sapiens), P08908; inhibition, % at 10 µM; 62,000 compounds, 0.68% hits; AID 612, 2007;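 active = inhibition above the mean of all tested compounds plus 3 SD, cut at about 43% in these data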;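 also: receptor stimulated by 5-CT agonist at 100 nM near EC80; beta-lactamase reporter measured by ratiometric fluorescence of a cleavable substrate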
M1 antag = antagonists of rat M1 muscarinic receptor. Muscarinic acetylcholine receptor M1 (Rattus norvegicus), P08482. CHO-M1 cells, Fluo-4 calcium, ACh EC80 antagonist mode; hits give low values. B-score at 10 µM. 64,000 compounds, 3.4% hits. AID 628, 2007;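 active = calcium fluorescence response, raw or row-and-column corrected B-score, differing from the plate sample mean either way at a set confidence level, mostly lower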
Target sequence (P08482 whole entry, looked up): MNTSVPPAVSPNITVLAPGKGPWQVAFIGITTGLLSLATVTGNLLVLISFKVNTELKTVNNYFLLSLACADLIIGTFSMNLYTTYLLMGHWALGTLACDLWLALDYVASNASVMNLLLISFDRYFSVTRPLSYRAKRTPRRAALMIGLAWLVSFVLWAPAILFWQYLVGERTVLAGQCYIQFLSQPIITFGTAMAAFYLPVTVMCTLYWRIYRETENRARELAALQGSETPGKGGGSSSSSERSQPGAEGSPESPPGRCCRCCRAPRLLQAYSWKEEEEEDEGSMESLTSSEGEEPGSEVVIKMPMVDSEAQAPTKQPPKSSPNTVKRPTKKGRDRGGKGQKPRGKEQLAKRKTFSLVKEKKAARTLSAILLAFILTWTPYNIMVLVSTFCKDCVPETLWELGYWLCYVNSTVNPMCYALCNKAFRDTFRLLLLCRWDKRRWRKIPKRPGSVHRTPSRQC
5HT1a ag = human 5-HT1a receptor agonists, primary screen, cell-based, CHO, Ga15 NFAT-bla reporter | CHO 5-HT1a Ga15 NFAT-bla reporter, FRET ratio; 0% basal, 100% maximal reference agonist | 65,000 compounds, 0.56% hits | activation, % at 10 µM | 5-hydroxytryptamine receptor 1A (Homo sapiens), P08908;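 active = activation above the screen-wide mean activation plus 3 SD, cut at about 19% in these data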;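 also: 0% = DMSO wells and 100% = 5-CT at EC100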
Jurkat tox 60K = cytotoxicity toward Jurkat T cells, primary screen, cytotoxicity control, cell-based, Jurkat E6.1, 60K MLSMR library; 56,000 compounds, 1.2% hits; inhibition, % at 4 µM; Jurkat E6.1 viability, ATP luminescence, 48 h;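 active = inhibition above the mean inhibition of all tested compounds plus 3 SD, cut at about 28% in these data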
* marks the source's active call; other numbers are inactive results; · = no result given. An unsorted share of the library (roughly 8.9% active in at least one column).

SMILES | S1P3 agonist | 5HT1E antag | S1P1 ag pot | M1 agonist | HTR1E agonist | 5-HT1A blocker | M1 antag | 5HT1a ag | Jurkat tox 60K
CCCC1=C(C(=O)OCC)C(c2ccc(N(C)C)cc2)n2ncnc2N1 (configuration not stated) | -1.3 | -2 | 1 | 0.81 | 0.4 | -2 | -0.14 | -2.1 | -1
Cc1cc2c(c(=O)n1CCN(C)C)C(c1ccc(Cl)cc1)C(C#N)=C(N)O2 (configuration not stated) | -0.9 | 2 | 3 | 0.39 | 0.5 | 4 | 0.23 | 1.5 | -3
O=C(Nc1ncnc2sc3c(c12)CCC3)c1ccco1 | 1.0 | -2 | 2 | -0.2 | 0.7 | -14 | 0.28 | -0.7 | -2
COc1ccccc1C(c1nnnn1Cc1ccccc1)N1CCN(c2nc3ccccc3s2)CC1 (configuration not stated) | -1.4 | -9 | 4 | -0.034 | 1.1 | 44* | 0.39 | 2.5 | 3
Cc1ccccc1-n1nc(C)c2cc(C(=O)N3CCN(S(=O)(=O)c4ccccc4)CC3)sc21 | -1.1 | 3 | -8 | · | 0.1 | 4 | · | 1.5 | -6
CC(C)c1ncc(C(O)c2cccc3ccccc23)n1C (configuration not stated) | -0.9 | -2 | · | 1.9 | 0.9 | -17 | -0.88 | 0.2 | -4
Cc1ccc(-c2ccc(=O)n(CCC(=O)NCc3ccccn3)n2)cc1 | -0.8 | 6 | -4 | 0.15 | -0.5 | 8 | -0.36 | -3.6 | 3
Cc1ccc(N2CC(C(=O)N3CCN(C(=O)c4ccco4)CC3)CC2=O)cc1 (configuration not stated) | -0.4 | -6 | -16 | 1.9 | 0.3 | -2 | 0.12 | -4.2 | -6
COc1ccc(C(=O)Nc2ccc(S(=O)(=O)NC(C)=O)cc2)cc1 | -0.8 | -8 | -12 | -0.99 | -0.4 | 0 | -0.11 | -0.2 | -2
Cc1cc(C)c(NC(=O)CN2C(=O)NC3(CCCCC3)C2=O)c(C)c1 | -0.6 | -9 | 2 | -0.12 | 0.1 | -20 | -0.36 | 1.1 | -2
CCOc1ccccc1NC(=O)CSc1c(C)n[nH]c1C | -0.2 | -4 | -7 | 0.37 | -0.9 | -4 | -0.51 | -1.6 | -1
CCCN(CCC)c1nc2ccccc2n2c(C)nnc12 | 0.1 | 18 | · | 0.055 | 2.2 | -1 | 0.15 | 2.7 | -6
Cc1cc(C)nc(SCC(=O)N2CCC(C(N)=O)CC2)n1 | -0.1 | -7 | -4 | 2.7* | -0.1 | 4 | 0.77 | -3.8 | -3
CCN(CC(=O)Nc1ccc2c(c1)OCCO2)c1ccc(S(=O)(=O)N2CCOCC2)cn1 | -1.1 | 2 | 10 | -0.6 | -1.2 | 0 | 0.3 | -3.1 | 7
Cc1cccc2cc(COC(=O)COc3ccccc3)c(=O)[nH]c12 | -0.2 | -1 | 0 | 0.084 | 0.3 | 10 | -0.57 | -4.8 | -6
Cc1cccc(-n2c(SCC(=O)NCc3ccco3)nnc2-c2ccco2)c1 | -0.4 | 0 | -12 | 0.17 | 1.7 | -3 | 0.81 | 2.5 | 4
CSc1nc2cc(Cl)ccc2s1 | -0.1 | -6 | -26 | -0.0042 | -0.7 | 4 | 0.22 | -2.6 | -4
CC(C)CNc1cc(Cl)c(S(=O)(=O)NCC(C)C)cc1C(=O)O | -1.6 | -4 | 0 | -0.4 | -1.0 | 3 | 0.95 | 1.4 | -4
Cc1ccc(NC(=O)CN(c2ccccc2F)S(C)(=O)=O)cc1 | -1.5 | -6 | · | · | -0.6 | 12 | · | -2.4 | 4
COc1cc(C(=O)Nc2ccc(NC(=O)C3CC3)nc2)cc(OC)c1OC | -0.7 | 2 | -4 | -0.69 | -0.5 | 8 | -1.9 | -2.4 | -9
COc1cc(-c2nnc3sc(-c4ccco4)nn23)cc(OC)c1OC | 0.0 | 8 | -5 | -0.017 | 0.0 | -14 | -0.024 | 2.6 | 6
COC(=O)c1c(NC(=O)CN2CCCC(C)C2)c2c(C)cccc2n1C (configuration not stated) | -0.8 | 4 | 6 | -0.11 | -0.4 | 32 | -0.53 | -4.3 | 4
O=C(N1CCN(Cc2ccccc2)CC1)C12CC3CC(CC(C3)C1)C2 | 0.0 | -6 | -1 | -1.6 | 1.2 | -4 | -0.32 | 6.4 | -3
CN(C1=NC(=O)C(CC(=O)Nc2ccc(Br)cc2)S1)c1ccc(O)cc1 (configuration not stated) | -1.3 | 4 | 15 | -0.12 | -0.3 | -8 | 1 | -0.8 | 4
O=C(NCCN1CCOCC1)C1CCN(Cc2ccccc2O)CC1 | -0.6 | 18 | · | -0.53 | -0.7 | -1 | -0.13 | -1.6 | 3
CN(CC(=O)N1CCc2ccccc2C1)S(=O)(=O)c1ccc2c(c1)c(=O)n(C)c(=O)n2C | -0.7 | 6 | -6 | 0.4 | 0.1 | 0 | -0.3 | 1.7 | 3
CSc1nc(N2CCOCC2)c2c(c1C#N)CCCCC2 | -0.1 | 3 | 9 | -0.27 | -0.3 | 1 | -0.58 | -3.2 | -2
COCCn1nnnc1C(c1ccccc1OC)N1CCc2ccccc2C1 (configuration not stated) | -0.3 | 0 | 12 | 0.64 | -0.8 | 9 | -0.15 | 1.8 | -5
Cn1c(=O)c2c(nc(OCc3ccccc3)n2C)n(C)c1=O | -1.2 | -2 | -22 | 0.32 | -0.4 | -8 | 0.24 | -2.4 | 0
CCN(CC)CCCN1C(=O)CSC1c1ccc2c(c1)OCO2 (configuration not stated) | 0.0 | 6 | -16 | -0.55 | 0.8 | 29 | 0.19 | -1.3 | 4
CC(=O)c1c(C(C)=O)c(C)n(Cc2ccccc2)c1C | -0.4 | -5 | -5 | -2 | 0.5 | -2 | -0.18 | -3.4 | 4
CCOc1ccc(NC(=O)CN2CCN(CC(=O)Nc3cc(OC)cc(OC)c3)CC2)cc1 | -1.3 | -10 | -39 | 1.5 | 2.8 | -23 | 0.086 | 0.6 | 5
O=C(CCS(=O)(=O)c1ccc(Cl)cc1)N1CCN(c2ccccc2F)CC1 | -0.4 | -9 | 2 | -0.72 | 0.4 | -8 | 0.0038 | 0.7 | 5
CCCN1CCN(CCCNC(=O)Cn2ncc3c4ccccc4n(C)c3c2=O)CC1 | -0.2 | 0 | -16 | -0.79 | 0.6 | 6 | -1 | 1.4 | -1
Cc1cc(C)c2c(n1)nn1c(NCCCn3ccnc3)cc(C)nc21 | 0.3 | 2 | -8 | 0.26 | -0.5 | -1 | -3.3* | -0.1 | -7
Cc1ccc(C)c2[nH]c(=O)c(CN(CC3CCCO3)S(=O)(=O)c3ccc4c(c3)OCCO4)cc12 (configuration not stated) | 0.7 | -2 | -4 | 1 | 0.2 | -10 | 0.099 | -2.0 | -4
Cc1ccc(-c2nn3c(C)nnc3s2)cc1NC(=O)c1ccc(-c2ccc(Cl)cc2Cl)o1 | -1.6 | -14 | · | 1.4 | 2.0 | -2 | -0.051 | 0.6 | 6
CCOC(=O)c1oc2ccc(Br)cc2c1NC(=O)CN1CCN(C)CC1 | 0.1 | 4 | -9 | -0.52 | 0.1 | -18 | -2.9* | -0.8 | 1
COc1ccc(CC(CC(=O)O)C(=O)Nc2ccc(OC)cc2)cc1 (configuration not stated) | 0.4 | 6 | -7 | -0.18 | -1.2 | 1 | 0.26 | -2.1 | 0
CC1CN(CCC(=O)Nc2ccc3c(c2)OCO3)CC(C)O1 (configuration not stated) | · | -3 | · | -0.1 | 0.7 | -11 | 0.67 | 1.1 | ·
CCc1nnc(NC(=O)CCN2C(=O)c3ccccc3C2=O)s1 | -0.7 | -6 | -27 | -1.1 | 16* | 4 | 0.2 | 2.5 | -1
O=C(CSc1ncn[nH]1)c1ccc2c(c1)OCCO2 | -0.8 | -5 | · | 0.21 | -0.4 | -1 | -0.036 | -0.1 | 3
COc1ccc(CNC(=O)CN(C(=O)CCC(=O)Nc2ccccn2)c2ccccc2OC)cc1 | 0.0 | -3 | 9 | 1.8 | -0.7 | -6 | 1.3 | 0.2 | 0
COc1ccc(N(C)S(=O)(=O)c2ccc3c(c2)oc(=O)n3C)cc1 | 0.3 | -11 | -9 | · | -1.3 | -2 | · | -1.8 | 6
COc1ccccc1NC(=O)CSCC(N)=O | -1.3 | 0 | · | 0.55 | 0.6 | -5 | 0.36 | -2.0 | 3
COc1cccc2[nH]c3c(N4CCC(C)CC4)ncnc3c12 | -1.1 | -5 | -8 | -0.49 | 0.9 | 24 | -0.012 | 1.3 | 12
CN(CC(=O)NCc1ccc(F)cc1)S(=O)(=O)c1cccc2nsnc12 | -0.1 | -4 | 8 | -0.055 | -0.3 | -4 | 0.29 | -2.5 | 8
COc1ccccc1NC(=O)N1CCN(c2cccc(C(F)(F)F)c2)CC1 | 1.1 | -4 | 20 | -0.97 | 13* | -10 | -0.43 | 3.2 | -3

Exported as a markdown table: entries from further up
| Molecule | S1P3 agonist | 5HT1E antag | S1P1 ag pot | M1 agonist | HTR1E agonist | 5-HT1A blocker | M1 antag | 5HT1a ag | Jurkat tox 60K |
| --- | --- | --- | --- | --- | --- | --- | --- | --- | --- |
| O=C(CSc1ncn[nH]1)c1ccc2c(c1)OCCO2 | -0.8 | -5 | · | 0.21 | -0.4 | -1 | -0.036 | -0.1 | 3 |
| COc1ccc(CNC(=O)CN(C(=O)CCC(=O)Nc2ccccn2)c2ccccc2OC)cc1 | 0.0 | -3 | 9 | 1.8 | -0.7 | -6 | 1.3 | 0.2 | 0 |
| COc1ccc(N(C)S(=O)(=O)c2ccc3c(c2)oc(=O)n3C)cc1 | 0.3 | -11 | -9 | · | -1.3 | -2 | · | -1.8 | 6 |
| COc1ccccc1NC(=O)CSCC(N)=O | -1.3 | 0 | · | 0.55 | 0.6 | -5 | 0.36 | -2.0 | 3 |
| COc1cccc2[nH]c3c(N4CCC(C)CC4)ncnc3c12 | -1.1 | -5 | -8 | -0.49 | 0.9 | 24 | -0.012 | 1.3 | 12 |
| CN(CC(=O)NCc1ccc(F)cc1)S(=O)(=O)c1cccc2nsnc12 | -0.1 | -4 | 8 | -0.055 | -0.3 | -4 | 0.29 | -2.5 | 8 |
| COc1ccccc1NC(=O)N1CCN(c2cccc(C(F)(F)F)c2)CC1 | 1.1 | -4 | 20 | -0.97 | 13* | -10 | -0.43 | 3.2 | -3 |

High-throughput results deposited in PubChem BioAssay by several laboratories.
